FLuc modulator – qHTS profiling assay for firefly luciferase inhibitor/activator using purifed enzyme and Km concentrations of substrates (counterscreen for miR-21 project) | Luciferin 4-monooxygenase (Photinus pyralis), P08659 | purified FLuc, Km substrates, luminescence inhibition | Potency, µM (doses to about 57.5 µM), for the others: at the highest dose activity change, negative = inhibition, most hits filed as inhibitors | actives 6.9% (n = 360,000) | AID 588342, 2011;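 also: potency is read from the fitted curve at half-maximal effect; plate controls were vehicle for no effect and reference inhibitor for full effect; nearly all actives have a fitted effect of over 55% in size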
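Biochemical qHTS of compounds, final roughly 60 µM downward over six points, against 10 nM purified firefly luciferase using Km concentrations of substrates (10 uM D-luciferin, 10 uM ATP) in Tris acetate pH 7.5 buffer; luminescence output.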
PKM2 act – qHTS Assay for Activators of Human Muscle isoform 2 Pyruvate Kinase. Pyruvate kinase PKM (Homo sapiens), P14618. purified PKM2, Kinase-Glo ATP luminescence, activation; response scale: 0% is enzyme alone, no compound. Potency, µM (highest dose often 57.5 µM), inactives show top-dose activation, hits mostly activators. actives 0.34% (n = 260,000). AID 1631, 2009; also: potency is read from the fitted curve at half-maximal effect; % is scaled to controls: 0 for no effect and ±100 for the full control effect; nearly all actives have a fitted effect of over 55% in size
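hPK-M2, >95% pure; 0.1 mM ADP / 0.5 mM PEP final; imidazole pH7.2 buffer w/ 7 mM MgCl2, 50 mM KCl; 1 h RT; Kinase-Glo lum. Intermediate enzyme activity for dual inhibitor/activator qHTS.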
Mito fusion act – qHTS Assay for Small Molecule Inhibitors of Mitochondrial Division or Activators of Mitochondrial Fusion | AID 485298, 2010 | actives 0.23% (n = 320,000) | Potency, µM (doses to about 46.1 µM), inactives show at the highest dose growth rescue (activation), usual class: activators | S. cerevisiae fusion-defective mutant growth rescue, CellTiterGlo 48 h;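 also: potency is read from the fitted curve at half-maximal effect; % of control where 0% means no effect; nearly all actives have a fitted effect of over 45% in size; temperature-sensitive fusion mutants such as fzo1-1 at 37 °C on non-fermentable ethanol glycerol medium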
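Temperature-sensitive fusion-defective S. cerevisiae (e.g. fzo1-1, mgm1-5) were grown with compound in YPEG medium (3% ethanol, 3% glycerol) for 48 hours at 37C. Growth rescue was measured as viability by CellTiterGlo luminescence after 10 minutes at ambient.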
ELG1 repair inh – qHTS screen for small molecules that inhibit ELG1-dependent DNA repair in human embryonic kidney (HEK293T) cells expressing luciferase-tagged ELG1. HEK293T ELG1-luciferase reporter, luminescence, 16 h; DNA damage induced by 5-fluorouridine. Potency, µM (doses to about 46.1 µM), inactives show at the highest dose activity change, negative = inhibition, usual class: inhibitors. actives 2.3% (n = 330,000). AID 504467, 2011; also: potency is read from the fitted curve at half-maximal effect; % is scaled to controls: 0 for no effect and ±100 for the full control effect; nearly all actives have a fitted effect of over 55% in size
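Step one: seed 2,000 cells per well. Step two: pin-transfer compound or DMSO alongside 5-fluorouridine. Step three: incubate 16 hr, 37 °C, 5% CO2. Step four: add ONE-Glo, wait 30 min, read luminescence.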
RORg inh – qHTS for inhibitors of ROR gamma transcriptional activity. Nuclear receptor ROR-gamma (Mus musculus), P51450. Drosophila S2 Gal4-RORgamma UAS-luciferase reporter, 20 h. AID 2551, 2010. Potency, µM (top dose mostly 53.6 µM), inactives show at the highest dose activity change, negative = inhibition, most hits filed as inhibitors. actives 5.4% (n = 310,000); also: potency is read from the fitted curve at half-maximal effect; % is scaled to controls: 0 for no effect and ±100 for the full control effect; nearly all actives have a fitted effect of over 60% in size
Target sequence (P51450 whole entry, looked up, the tested form may be a part): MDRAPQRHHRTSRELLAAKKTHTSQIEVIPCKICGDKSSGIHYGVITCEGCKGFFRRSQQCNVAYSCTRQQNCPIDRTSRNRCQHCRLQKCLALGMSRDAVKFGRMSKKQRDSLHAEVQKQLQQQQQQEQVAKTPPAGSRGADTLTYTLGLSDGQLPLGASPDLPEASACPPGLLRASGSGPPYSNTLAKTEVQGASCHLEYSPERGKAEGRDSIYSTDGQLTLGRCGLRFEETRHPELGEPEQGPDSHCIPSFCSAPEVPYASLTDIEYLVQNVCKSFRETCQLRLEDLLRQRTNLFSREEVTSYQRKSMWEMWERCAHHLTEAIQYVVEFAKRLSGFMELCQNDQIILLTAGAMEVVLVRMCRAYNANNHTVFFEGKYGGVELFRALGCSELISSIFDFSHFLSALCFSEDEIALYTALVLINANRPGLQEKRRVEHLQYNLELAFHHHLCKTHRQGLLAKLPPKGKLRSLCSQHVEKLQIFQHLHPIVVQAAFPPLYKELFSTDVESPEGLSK
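Using a luciferase readout, inhibitors were identified by reduced reporter activity in Drosophila cells coexpressing a copper-inducible Gal4–ROR gamma fusion and UAS-driven Photinus luciferase, incubated 20 hr after 700 uM copper sulfate.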
Rab9 prom act – qHTS Assay for Rab9 Promoter Activators; actives 2.8% (n = 320,000); AID 485297, 2010; Potency, µM (top dose mostly 9.22 µM), without a hit: at the highest dose activation, negative = inhibition, most hits filed as activators; Huh7 Rab9 promoter-luciferase reporter, luminescence, 24 h; also: potency is read from the fitted curve at half-maximal effect; % of control where 0% means no effect; nearly all actives have a fitted effect of over 60% in size
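Using Huh7 cells stably transfected with Rab9 promoter–luciferase, compounds were incubated 24 h at 37 °C, 5% CO2; luciferase luminescence was read 10 min after reagent addition.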
KCNH2 3.1 inh – qHTS for Inhibitors of KCHN2 3.1: Mutant qHTS. Potassium voltage-gated channel subfamily H member 2, brain isoform KCNH2 3.1 (human). U2OS KCNH2 3.1, thallium flux FluxOr; stronger effect = lower value. activity change, % (tested at about 1.8 µM). actives 0.95% (n = 340,000);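 active = maximum activity change below -70%; inconclusive = maximum activity change from -70% to -50%; inactive = maximum activity change above -50%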;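 also: thallium influx rate constant from kinetic fluorescence after stimulation buffer; % is scaled to controls: 0 for no effect and ±100 for the full control effect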
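U2OS cells transduced with KCNH2 3.1 mutant virus (1.77 x 10^8 /mL, 4 h), plated overnight at 37 C, loaded 45 min with FluxOr dye plus Red40 quencher. Thallium flux rate constant from kinetic reads after stimulation buffer, normalised to controls.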
MBNL1 CUG block – qHTS Assay for Inhibitors of MBNL1-poly(CUG) RNA binding; TR-FRET MBNL1-His/biotin-(CUG)12 binding, 665/545 ratio; Potency, µM (top dose mostly 57.5 µM), inactives show at the top dose activity change, negative = inhibition, actives largely listed as inhibitors; actives 0.036% (n = 280,000); active = well fitted inhibition curve with a large enough effect in the signal ratio, with a control signal flat, not every such curve was filed as active; inconclusive = small, poorly fitted or top-dose-only effect, or effect the other way, or a change in a side signal; inactive = no such curve, though single readings can be large or run the other way; the % refers to the signal ratio; also: potency is read from the fitted curve at half-maximal effect; % is scaled to controls: 0 for no effect and ±100 for the full control effect
Target sequence (Q9NR56 whole entry, looked up): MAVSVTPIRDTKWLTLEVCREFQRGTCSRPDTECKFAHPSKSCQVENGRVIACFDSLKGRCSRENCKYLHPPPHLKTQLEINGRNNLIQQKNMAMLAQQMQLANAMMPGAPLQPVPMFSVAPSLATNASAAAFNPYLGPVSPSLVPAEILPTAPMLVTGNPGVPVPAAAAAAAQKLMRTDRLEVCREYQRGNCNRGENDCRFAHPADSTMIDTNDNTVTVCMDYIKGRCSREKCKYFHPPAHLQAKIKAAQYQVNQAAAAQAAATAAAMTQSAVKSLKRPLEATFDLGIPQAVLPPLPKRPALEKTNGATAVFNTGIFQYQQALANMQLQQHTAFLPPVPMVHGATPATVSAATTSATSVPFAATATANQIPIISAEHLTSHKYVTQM
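Inhibition of protein-RNA binding appears as loss of TR-FRET between terbium anti-His antibody on MBNL1-His and streptavidin-XL665 on biotin-(CUG)12. Activity is normalized to buffer-only and uninhibited-complex controls.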
Menin-MLL TR inh – qHTS Assay for Inhibitors Targeting the Menin-MLL Interaction in MLL Related Leukemias: Competition With Texas Red Labeled MLL-derived Mutant Peptide; Potency, µM (titrated, usually from 61.6 µM), for the others: at the top dose FP activity change, negative = inhibition, actives largely listed as inhibitors; Menin + Texas Red MLL mutant peptide, fluorescence polarization; actives 0.23% (n = 270,000); active = well fitted inhibition curve with a large enough effect in the polarisation, with a control signal flat, not every such curve was filed as active; inconclusive = small, poorly fitted or top-dose-only effect, or effect the other way, or a change in a side signal; inactive = no such curve, though single readings can be large or run the other way; the % refers to the polarisation; also: potency is read from the fitted curve at half-maximal effect; % of control where 0% means no effect; many of its hits are not listed in these tables
NPC1 prom act – qHTS Assay for NPC1 Promoter Activators; Potency, µM (doses to about 9.22 µM), for the others: top-dose activation, usual class: activators; AID 485313, 2010; actives 2.4% (n = 320,000); Huh7 NPC1 promoter luciferase reporter, 24 h;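 also: potency is read from the fitted curve at half-maximal effect; % of control where 0% means no effect; nearly all actives have a fitted effect of over 60% in size; reporter is driven by a mutant NPC1 promoter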
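Luciferase expression driven by the NPC1 promoter was measured in stably transfected Huh7 cells after a 24 h compound incubation, using a luciferase reagent and a luminescence read.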
VP16 counter – VP16 counterscreen qHTS for inhibitors of ROR gamma transcriptional activity; actives 3.5% (n = 310,000); Drosophila S2 Gal4-VP16 UAS-luciferase, luminescence, 20 h; AID 2546, 2010; Potency, µM (highest dose often 53.6 µM), for inactives: at the top dose activity, negative = inhibition, actives largely listed as inhibitors;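 also: Gal4-VP16 expression switched on by copper sulfate through the metallothionein promoter; potency is read from the fitted curve at half-maximal effect; % is scaled to controls: 0 for no effect and ±100 for the full control effect; nearly all actives have a fitted effect of over 50% in size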
Active calls of the source: *; ? = inconclusive; · = not tested or not shown; [ ] = remark or other dose. Unless noted, calls follow the shape of the dose curve; as a rule, active = well fitted curve in the direction sought with a large enough effect; inconclusive = small, poorly fitted or top-dose-only effect, or another doubt; inactive = no such curve, though single readings can be large; an effect the other way counts as inactive or inconclusive.

Every second line gives: FLuc modulator, PKM2 act, Mito fusion act, ELG1 repair inh, RORg inh, Rab9 prom act, KCNH2 3.1 inh, MBNL1 CUG block, Menin-MLL TR inh, NPC1 prom act, VP16 counter
#1 O=C(NCC(c1cccs1)N1CCOCC1)c1cc([N+](=O)[O-])cc([N+](=O)[O-])c1 (stereo not given)
→ 0%, -1%, -5%, ?, -34%, -4%, -30, ?, -2%, -3%, 5%
#2 c1cc2c(cc1[C@H]1OC[C@H]3[C@@H]1CO[C@@H]3c1ccc3c(c1)OCO3)OCO2
→ 4%, 4%, 25%, -9%, -7%, -8%, 7, -2%, ·, 1%, 4%
#3 CC1CCCCC1n1c(-c2cccnc2)n[nH]c1=S (stereo not given)
→ -6%, -7%, 4%, 4%, 10µM*, -22%, -2, -1%, 0%, 1%, ?
#4 COc1cc(NS(=O)(=O)c2ccc3c(c2)oc(=O)n3C)cc(OC)c1OC
→ -1%, 6%, 1%, ?, ?, -14%, 0, 3%, 1%, -13%, ?
#5 CCOC(=O)c1c(-c2ccccc2)oc2ccc(OC(=O)N(C)C)cc12
→ 1%[2.3 µM], 4%, 7%, ?, 27%, 1%, -4, 1%, 25%, -20%, 0%
#6 CCN(CC)CCN/N=C(\C)c1c(O)[nH]c(=O)[nH]c1=O
→ 0%, -16%, -3%, 10%, -18%, -2%, 20, -8%, ·, 1%, 3%
#7 COCCNC(=O)N1[C@H]2CC[C@@H]1C(C(=O)OC)=C(c1ccc(OC(F)(F)F)cc1)C2
→ -15%, ·, -2%, 22%, ·, -13%, -3, ·, ·, 0%, ·
#8 COC(=O)c1ccccc1OP1(=O)COc2ccccc2OC1
→ -2%, -2%, -2%, 0%, -17%, 1%, 10, -7%, 3%, -1%, 1%
#9 O=C(COc1ccccc1)N1CCN(C/C=C/c2ccccc2)CC1
→ 0%, 3%, -4%, -22%, 24%, -3%, -10, -10%, ?, -3%, 3%
#10 CCCOc1ccc(C(C)=O)cc1Cc1c(O)[nH]c(=S)[nH]c1=O
→ -15%, 0%[11.5 µM], 4%, -2%, -2%, -2%, 2, 2%, 21%, -1%, -15%

#11 O=C(CCC(=O)N1C[C@H]2C[C@@H](C1)c1cccc(=O)n1C2)NCc1cccc(C(F)(F)F)c1
#12 c1ccc2nc3ccccc3nc2c1
#13 CCC(=NCCC1=CCCCC1)c1c(O)[nH]c(=O)[nH]c1=O
#14 O=C(O)C1CN2CCC1CC2 (stereo not given)
#15 COc1cccc(C(=O)C2CCCN(Cc3cnn(C(C)C)c3)C2)c1 (stereo not given)
#16 COc1ccc(C(=O)O/N=C(/C(N)=O)P(=O)(OC(C)C)OC(C)C)cc1
#17 Cc1cc(C(=O)CS(=O)(=O)c2ccc(F)cc2)cc(C)c1OC(=O)N(C)C
#18 O=C(CCN1CCCCC1)Nc1ccc(Br)cc1C(=O)c1ccccc1
#19 O=C1NC(=O)N(c2ccccc2)C(=O)/C1=C/c1ccc([N+](=O)[O-])s1
#20 O=c1[nH]c(=O)n(CCc2ccccc2)c(O)c1C=NCCCn1ccnc1
#21 COc1ccc(C(=O)Cn2c(NCCCl)nc3ccccc32)cc1
#22 O=CNc1ccc(OP(=O)(Oc2ccccc2)Oc2ccccc2)cc1

Compound | 11 | 12 | 13 | 14 | 15 | 16 | 17 | 18 | 19 | 20 | 21 | 22
FLuc modulator | 1% | -14% | 5% | 5% | -2% | 0% | 11µM* | 1% | 27µM* | -1% | 5% | 2%
PKM2 act | 1% | -3% | 1% | -6% | 7% | -1% | -14% | · | -4% | 3% | -1%[11.5 µM] | 4%
Mito fusion act | -1% | -1% | 3% | 3% | 0% | 2% | -5% | -13% | -3% | -2% | -7% | 14%
ELG1 repair inh | -12% | 2% | 2% | -5% | -1% | 3% | ? | -3% | -6% | 7% | -5% | -17%
RORg inh | 6% | 21% | 5% | 0% | -12% | 16µM* | -32% | 8% | ? | -10% | -21% | -1%
Rab9 prom act | 1% | 21% | 4% | -1% | -7% | -5% | 2.8µM* | -5%[1.84 µM] | -2% | 7% | 3% | 2%
KCNH2 3.1 inh | 12 | 1 | 2 | 7 | 6 | -6 | 12 | ? | -2 | 7 | -15 | 18
MBNL1 CUG block | 4% | ? | 15% | -5% | -7% | · | -9% | -4% | ? | 1% | -7% | -5%
Menin-MLL TR inh | 5% | -9% | 4% | -3% | 33%[activator] | · | -1% | -19% | 37%[activator] | -6% | 12% | -12%
NPC1 prom act | 2% | 6% | -7% | -2% | -4% | -3% | 4µM* | -1% | -2% | 0% | -5% | -5%
VP16 counter | -2% | -3% | -10% | 0% | -15% | 7.9µM* | ? | -1% | 6% | 5% | 0% | 4%

Some of the entries above, set out differently:
No. | molecule | FLuc modulator | PKM2 act | Mito fusion act | ELG1 repair inh | RORg inh | Rab9 prom act | KCNH2 3.1 inh | MBNL1 CUG block | Menin-MLL TR inh | NPC1 prom act | VP16 counter
11 | O=C(CCC(=O)N1C[C@H]2C[C@@H](C1)c1cccc(=O)n1C2)NCc1cccc(C(F)(F)F)c1 | 1% | 1% | -1% | -12% | 6% | 1% | 12 | 4% | 5% | 2% | -2%
12 | c1ccc2nc3ccccc3nc2c1 | -14% | -3% | -1% | 2% | 21% | 21% | 1 | ? | -9% | 6% | -3%
13 | CCC(=NCCC1=CCCCC1)c1c(O)[nH]c(=O)[nH]c1=O | 5% | 1% | 3% | 2% | 5% | 4% | 2 | 15% | 4% | -7% | -10%
14 | O=C(O)C1CN2CCC1CC2 (stereo not given) | 5% | -6% | 3% | -5% | 0% | -1% | 7 | -5% | -3% | -2% | 0%
15 | COc1cccc(C(=O)C2CCCN(Cc3cnn(C(C)C)c3)C2)c1 (stereo not given) | -2% | 7% | 0% | -1% | -12% | -7% | 6 | -7% | 33%[activator] | -4% | -15%
16 | COc1ccc(C(=O)O/N=C(/C(N)=O)P(=O)(OC(C)C)OC(C)C)cc1 | 0% | -1% | 2% | 3% | 16µM* | -5% | -6 | · | · | -3% | 7.9µM*
17 | Cc1cc(C(=O)CS(=O)(=O)c2ccc(F)cc2)cc(C)c1OC(=O)N(C)C | 11µM* | -14% | -5% | ? | -32% | 2.8µM* | 12 | -9% | -1% | 4µM* | ?
18 | O=C(CCN1CCCCC1)Nc1ccc(Br)cc1C(=O)c1ccccc1 | 1% | · | -13% | -3% | 8% | -5%[1.84 µM] | ? | -4% | -19% | -1% | -1%

Bioassay records (PubChem BioAssay)

This is a subset; rates above refer to the full screens.
